Mito fusion yeast = qHTS Assay for Small Molecule Inhibitors of Mitochondrial Division or Activators of Mitochondrial Fusion; hit rate 0.23% among 320,000; AID 485298, 2010; S. cerevisiae fusion-defective mutant growth rescue, CellTiterGlo 48 h; Potency, µM (top dose mostly 46.1 µM), for inactives: at the top dose growth rescue (activation), usual class: activators;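 also: potency is read from the fitted curve at half-maximal effect; % of control where 0% means no effect; nearly all actives have a fitted effect of over 45% in size; temperature-sensitive fusion mutants such as fzo1-1 at 37 °C on non-fermentable ethanol glycerol medium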
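Temperature-sensitive fusion-defective S. cerevisiae (e.g. fzo1-1, mgm1-5) were grown with compound in YPEG medium (3% ethanol, 3% glycerol) for 48 hours at 37C. Growth rescue was measured as viability by CellTiterGlo luminescence after 10 minutes at ambient.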
B2AR arrestin = qHTS assay of beta-arrestin-biased ligands of beta2-adrenergic receptor; Potency, µM (top dose mostly 46.1 µM), for inactives: at the highest dose activation, usual class: activators; beta-arrestin recruitment to beta2AR, cell-based reporter; AID 492947, 2010; Beta-2 adrenergic receptor (Homo sapiens), P07550; hit rate 0.02% among 330,000;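 also: potency is read from the fitted curve at half-maximal effect; 0% = DMSO controls and full agonism = EC100 isoproterenol or metaproterenol; nearly all actives have a fitted effect of over 65% in size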
ELG1 DNA repair = qHTS screen for small molecules that inhibit ELG1-dependent DNA repair in human embryonic kidney (HEK293T) cells expressing luciferase-tagged ELG1. HEK293T ELG1-luciferase reporter, luminescence, 16 h; DNA damage induced by 5-fluorouridine. Potency, µM (highest dose often 46.1 µM), for the others: top-dose activity change, negative = inhibition, actives largely listed as inhibitors. hit rate 2.3% among 330,000. AID 504467, 2011; also: potency is read from the fitted curve at half-maximal effect; % is scaled to controls: 0 for no effect and ±100 for the full control effect; nearly all actives have a fitted effect of over 55% in size
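Reporter activity after DNA damage by 5-fluorouridine is monitored. Compound-treated cells incubate 16 hr at 37 °C, then ONE-Glo is added for 30 min before luminescence reading.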
Eya2 phos inh = qHTS Assay for Inhibitors of the Phosphatase Activity of Eya2; Protein phosphatase EYA2 (Homo sapiens), O00167; recombinant Eya2, OMFP fluorescence dephosphorylation (OMFP is methylfluorescein phosphate); Potency, µM (titrated, usually from 76.9 µM), without a hit: at the highest dose activity, negative = inhibition, actives largely listed as inhibitors; hit rate 0.006% among 330,000; AID 488837, 2010; also: potency is read from the fitted curve at half-maximal effect; % is scaled to controls: 0 for no effect and ±100 for the full control effect
Target sequence (O00167 whole entry, looked up): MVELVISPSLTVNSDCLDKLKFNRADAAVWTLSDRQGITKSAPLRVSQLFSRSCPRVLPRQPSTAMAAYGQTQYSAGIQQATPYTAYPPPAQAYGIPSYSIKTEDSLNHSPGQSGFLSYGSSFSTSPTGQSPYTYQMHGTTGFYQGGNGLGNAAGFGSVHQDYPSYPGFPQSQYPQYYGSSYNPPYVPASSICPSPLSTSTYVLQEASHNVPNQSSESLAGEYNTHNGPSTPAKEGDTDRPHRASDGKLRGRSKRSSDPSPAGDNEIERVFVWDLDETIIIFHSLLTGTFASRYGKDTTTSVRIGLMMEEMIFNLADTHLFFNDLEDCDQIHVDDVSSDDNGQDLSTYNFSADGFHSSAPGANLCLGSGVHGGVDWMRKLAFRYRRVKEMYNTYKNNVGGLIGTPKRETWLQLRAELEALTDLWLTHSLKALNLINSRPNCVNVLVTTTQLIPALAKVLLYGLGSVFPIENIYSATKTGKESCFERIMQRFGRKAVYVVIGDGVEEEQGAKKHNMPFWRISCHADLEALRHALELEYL
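Eya2 (0.2 uM) preincubated 10 min at ambient with compound, then OMFP substrate added at 50 uM; 10 min reaction in 50 mM HEPES pH 7.5, 50 mM NaCl, 5 uM MgCl2, 0.05% BSA, 1 mM DTT. Fluorescence read at Ex 485/Em 525 nm.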
TSG101-PTAP inh = qHTS Assay for Iinhibitors of HIV-1 Budding by Blocking the Interaction of PTAP/TSG101; Tumor susceptibility gene 101 protein (Homo sapiens), Q99816; Fluorescence polarization, FITC-PTAP peptide / Tsg101 binding; Potency, µM (series often up to 115 µM), without a hit: at the top dose activity change, negative = inhibition, actives largely listed as inhibitors; 340,000 tested, under 10 active; active = well fitted inhibition curve with a large enough effect in the main read-out, with a control signal flat, not every such curve was filed as active; inconclusive = small, poorly fitted or top-dose-only effect, or effect the other way, or a change in a side signal; inactive = no such curve, though single readings can be large or run the other way; also: potency is read from the fitted curve at half-maximal effect; % of control where 0% means no effect
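Tsg101 binding domain (10 uM final) was mixed with compound and a FITC-labeled PTAP peptide (50 nM final) in HEPES pH 7.5 buffer with NaCl, Tween 20, EDTA and TCEP; fluorescence polarization was read after 20 min at r.t.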
BCR signal inh = qHTS Assay to Find Inhibitors of Chronic Active B-Cell Receptor Signaling | hit rate 0.05% among 340,000 | ABC-DLBCL IkBa-CBG/CBR reporter, luminescence ratio, 4 h | Potency, µM (series often up to 46.1 µM), for inactives: at the top dose ratio change, negative = lower green/red ratio, hits mostly inhibitors | AID 493014, 2011; active = well fitted inhibition curve with a large enough effect in the signal ratio, with a control signal flat, not every such curve was filed as active; inconclusive = small, poorly fitted or top-dose-only effect, or effect the other way, or a change in a side signal; the % refers to the signal ratio;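 also: potency is read from the fitted curve at half-maximal effect; plate controls were basal doxycycline-induced cells for no effect and cells given 10 µM MG132 for full effect; MG132 reads +100%, hits lower the ratio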
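TMD8 human ABC-DLBCL cells with doxycycline-inducible IκBα–green luciferase fusion and unfused red luciferase, in 0.5% FBS medium; compounds up to 46 uM, 4 h at 37C. Green/red luminescence ratio, filter-overlap corrected, fitted to concentration-response curves.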
TCR activator = Activators of T cell receptors: qHTS campaign; 330,000 tested, under 10 active; primary human leukocytes, anti-CD3, IL-2 HTRF, 48 h; Potency, µM (highest dose often 9.22 µM), for inactives: top-dose activation of IL-2 secretion, hits mostly activators; also: % of control where 0% means no effect
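Readout: HTRF IL-2, Eu-cryptate/d2 antibody pair, 320nm excitation, 665nm emission. Stimulus: a-CD3 beads, no co-stimulation. Cells: primary human leukocytes. Exposure: 48 hr with compound.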
Tb PFK inh = qHTS Assay to Find Inhibitors of T. brucei phosphofructokinase; Potency, µM (series often up to 57.5 µM), without a hit: top-dose activity, negative = inhibition, actives largely listed as inhibitors; T. brucei PFK, ADP-Glo luminescence; ATP-dependent 6-phosphofructokinase (Trypanosoma brucei brucei), O15648; hit rate 0.17% among 330,000;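 also: potency is read from the fitted curve at half-maximal effect; 0% = uninhibited 1x PFK enzyme wells and -100% = no-enzyme wells; nearly all actives have a fitted effect of over 60% in size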
Target sequence (O15648 whole entry, looked up): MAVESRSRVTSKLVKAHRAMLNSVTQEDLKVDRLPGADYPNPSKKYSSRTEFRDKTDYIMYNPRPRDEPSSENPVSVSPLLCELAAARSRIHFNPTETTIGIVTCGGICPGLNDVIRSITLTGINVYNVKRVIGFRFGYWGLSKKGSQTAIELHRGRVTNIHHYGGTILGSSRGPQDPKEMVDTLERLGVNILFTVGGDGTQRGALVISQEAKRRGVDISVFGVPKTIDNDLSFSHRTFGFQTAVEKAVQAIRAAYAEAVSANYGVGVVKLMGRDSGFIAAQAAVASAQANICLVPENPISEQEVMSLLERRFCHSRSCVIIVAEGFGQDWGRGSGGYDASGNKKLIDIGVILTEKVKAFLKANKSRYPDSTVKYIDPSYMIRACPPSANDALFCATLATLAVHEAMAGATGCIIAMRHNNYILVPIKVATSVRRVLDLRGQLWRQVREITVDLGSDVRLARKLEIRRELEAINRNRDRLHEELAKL
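PFK 1.25 nM, F6P 0.5 mM, ATP 0.1 mM, 0.1 M TEA pH 8.0, 5 mM MgCl2, 0.01% Tween20, 0.1% BSA; 45 min RT. ADP-Glo readout. qHTS titration up to 57 uM; curves fitted, compounds curve-classed.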
TSHR antag = Antagonists of the Thyroid Stimulating Hormone Receptor: HTS campaign; Thyrotropin receptor (Homo sapiens), P16473; TSHR-expressing cells, TSH-stimulated cAMP HTRF, 2 h; stronger effect = lower value; activity change, negative = inhibition, % at 11.5 µM; hit rate 0.2% among 330,000; AID 504810, 2011;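 active = activity change below a set negative limit, meaning inhibition stronger than a set level, cut at about -70% in these data; inconclusive = activity change between two set negative limits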; also: % is scaled to controls: 0 for no effect and ±100 for the full control effect
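Antagonism was scored as loss of TSH-driven cAMP in TSHR cells, stimulated with 4nM TSH (EC80) for 2 hours at 37 deg C and detected by homogeneous HTRF competition immunoassay.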
uPA surface inh = qHTS for Inhibitors of Cell Surface uPA Generation; cell surface uPA generation assay, qHTS; Potency, µM (titrated, usually from 38.3 µM), inactives show at the top dose activity change, negative = inhibition, most hits filed as inhibitors; hit rate 0.31% among 330,000; active = well fitted inhibition curve with a large enough effect; inconclusive = small, poorly fitted or top-dose-only effect; inactive = no such curve, though single readings can be large or run the other way; tested in mouse RAW 264.7 cells; also: potency is read from the fitted curve at half-maximal effect; % is scaled to controls: 0 for no effect and ±100 for the full control effect; nearly all actives have a fitted effect of over 55% in size
USP2a inh = qHTS Assay for Inhibitors of Ubiquitin-specific Protease USP2a Using CHOP2 as the Reporter; USP2 core, Ub-CHOP2 coupled fluorogenic reporter, 485/531; hit rate 0.01% among 330,000; AID 463254, 2010; Ubiquitin carboxyl-terminal hydrolase 2 (Homo sapiens), O75604; Potency, µM (series often up to 38.3 µM), for the others: at the top dose activity change, negative = inhibition, usual class: inhibitors;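 also: potency is read from the fitted curve at half-maximal effect; plate controls were DMSO wells for no effect and full inhibition by NEM control for full effect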
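Deubiquitinase activity read as fluorescence (485/531 nm) after Ub-CHOP2 cleavage activates the enterokinase reporter on its substrate; USP2 core 10nM, Ub-CHOP2 and substrate 25nM each, 30min compound preincubation then 60min RT; data normalized to NEM, curves fitted.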
Active calls of the source: *; ? = inconclusive; . = no result given; [ ] = dose if it differs, or a comment. Unless noted, calls follow the shape of the dose curve; as a rule, active = well fitted curve in the direction sought with a large enough effect; inconclusive = small, poorly fitted or top-dose-only effect, or another doubt; inactive = no such curve, though single readings can be large; an effect the other way counts as inactive or inconclusive.

SMILES	Mito fusion yeast	B2AR arrestin	ELG1 DNA repair	Eya2 phos inh	TSG101-PTAP inh	BCR signal inh	TCR activator	Tb PFK inh	TSHR antag	uPA surface inh	USP2a inh
O=C(NCc1ccncc1)c1ccc(S(=O)(=O)Nc2ccccc2)cc1	2%	-0.2%	8%	7%	1%	-6%	2%	0%	10	-11%	0%
OCCC1CN(Cc2cccn2-c2ncccn2)CCN1C1CCCC1 (configuration not stated)	8%	-1.2%	-14%	-1%	-5%	-3%	5%	0%	13	12%	0%
O=C(N1CCOCC1)N1CCN(c2nc(-c3ccccc3)cs2)CC1	-2%	0.4%	1%	-6%	-1%	?	2%	0%	-1	3%	1%
Cc1onc(-c2ccccc2)c1C(=O)N/N=C/C=C/c1ccccc1	-2%	0.0%	?	13%	0%	-4%	0%	-1%	-5	-4%	1%
CCOc1ccc(C(C(=O)NCC2CCCO2)N(C(=O)c2snc(C(N)=O)c2N)c2ccccc2F)cc1 (configuration not stated)	-1%	-0.4%	?	6%	-6%	-5%	-5%	0%	-2	1%	4%
O=C(COC(=O)c1ccc(OC(F)F)cc1)NC(=O)NC1CCCC1	2%	-2.1%	14%	9%	-2%	7%	0%	1%	2	7%	0%
S=C(NC1CCCCC1)N1CCN(Cc2ccccc2)CC1	-3%	-0.3%	4%	-1%	0%	-3%	0%[46.1 µM]	2%	6	-3%	5%
O=C(Nc1nnc(-c2ccc(F)cc2)o1)c1cc(Cl)sc1Cl	-24%	-0.4%	?	7%	-1%	?	4%[46.1 µM]	0%	-47	-10%	1%
Cc1ccc2cc(COC(=O)C3CCCO3)c(=O)[nH]c2c1 (configuration not stated)	1%	-0.1%	-4%	-26%	-9%	-1%	2%	-1%	3	10%	3%
S=C(NCc1ccco1)N1CCN(c2ccccn2)CC1	-6%	0.3%	0%	-15%	-1%	3%	0%	-1%	-3	-2%	2%
COc1ccc(C(=O)C2CCCN(C(=O)Cc3c(C)noc3C)C2)cc1OC (configuration not stated)	3%	-0.4%	-5%	-4%	-1%	2%	-1%	-3%	-1	-5%	1%
CCCC(=O)Nc1ccc2c(c1)nc(CCNC(=O)c1ccccc1)n2C	-1%	0.1%	-3%	24%	1%	-18%	2%	-1%	-10	.	2%
Cc1cc(C(=O)NNC(=S)Nc2cccc(C(F)(F)F)c2)nn1C	-4%	0.1%	0%	-2%	-2%	?	-6%	-5%	-2	-2%	1%
CCOC(=O)c1cnc2c(c(C)nn2CC)c1Cl	-1%	-0.7%	10%	-8%	-2%	4%	2%	1%	6	-18%	2%
N#C/C(=C\C=C\c1ccccc1)C(=O)NCc1ccco1	1%	-0.8%	-14%	9%	-1%	-23%	-6%	9%	0	-7%	4%
COC(=O)[C@H](CCSC)NC(=O)Nc1ccc(C(C)=O)cc1	1%	0.3%	14%	-2%	-14%	2%	1%	-2%	0	.	0%
CCOC(=O)CNC(=O)C1CCN(S(=O)(=O)c2ccc(-c3nn[nH]n3)cc2)CC1	2%	-0.4%	5%	2%	2%	-1%	6%	-3%	24	-8%	0%
CCOC(=O)C1CCN(C(=O)c2cccnc2Oc2ccc(Cl)cc2)CC1	1%	-0.6%	5%	4%	-12%	-7%	14%	0%	6	-20%	1%
CCCCCC(=O)N/N=C(\C)c1ccccn1	0%	-0.1%	?	15%	-2%	?	4%	-9%	7	-11%	0%
CCC1CCCCN1CCCNC(=O)Cn1nc(C)n2nc(-c3ccccc3)cc2c1=O (configuration not stated)	-8%	0.4%	14%	-7%	-4%	1%	5%	1%	-11	-5%	1%
COC(=O)c1ccc2nc(NC(=O)COC(=O)CSc3nc(C)cc(C)n3)sc2c1	-2%	-2.3%	?	0%	-1%	?	1%[46.1 µM]	-7%	-1	-3%	0%
Cc1nnsc1Sc1cccc(C(F)(F)F)c1	1%	-0.1%	15%	8%	-8%	2%	0%	3%	1	.	2%
CN(C)c1ccc(CN(C(=O)/C=C/c2ccco2)C2CCS(=O)(=O)C2)cc1 (configuration not stated)	4%	0.3%	-12%	3%	-2%	-13%	6%	0%	1	-1%	0%
Cc1ccc(-c2cnc3ccccc3n2)cc1C	-6%	-0.1%	?	10%	0%	5%	-4%	-4%	-3	7%	2%
CCOc1ccc(CC(=O)N/N=C/c2cccnc2)cc1OCC	0%	-0.2%	0%	3%	-9%	1%	2%	-1%	43	4%	4%

Copied from the results shown for reference:
SMILES	Mito fusion yeast	B2AR arrestin	ELG1 DNA repair	Eya2 phos inh	TSG101-PTAP inh	BCR signal inh	TCR activator	Tb PFK inh	TSHR antag	uPA surface inh	USP2a inh
Cc1ccc(-c2cnc3ccccc3n2)cc1C	-6%	-0.1%	?	10%	0%	5%	-4%	-4%	-3	7%	2%
CCOc1ccc(CC(=O)N/N=C/c2cccnc2)cc1OCC	0%	-0.2%	0%	3%	-9%	1%	2%	-1%	43	4%	4%

(list continues)
SMILES	Mito fusion yeast	B2AR arrestin	ELG1 DNA repair	Eya2 phos inh	TSG101-PTAP inh	BCR signal inh	TCR activator	Tb PFK inh	TSHR antag	uPA surface inh	USP2a inh
CCCOc1ccc(-c2nnc(N)s2)cc1	8%	0.3%	?	8%	-1%	?	-2%	-3%	-1	-13%	1%
CC(C)n1nc(C(=O)OCC(=O)N2CC(=O)Nc3ccccc32)c2ccccc2c1=O	0%	-0.3%	1%	-5%	-5%	-14%	6%	-2%	22	8%	2%
CC(C)NC(=O)c1onc(CSc2ccc(C(C)C)cc2)c1C(=O)O	2%	0.0%	0%	20%	.	13%	6%	1%	-5	-7%	2%
CC12CC3(C)CC(C)(C1)CC(C(=O)Nc1nn[nH]n1)(C2)C3	-1%	-0.4%	9%	7%	-1%	-4%	3%	-26%	11	0%	5%
Cc1ccc(S(=O)(=O)n2cnc3cc([N+](=O)[O-])ccc32)cc1C	2%	-0.3%	8%	7%	-1%	1%	-1%	-6%	-11	2%	1%
C/C(=N\NC(=O)c1cc(Br)ccc1O)c1cccs1	1%	0.1%	?	5%	-9%	?	1%	14%	-9	-3%	0%
COCCCN1C(=O)N(c2ccccc2)C(=O)C1CC(=O)Nc1ccccc1 (configuration not stated)	-2%	0.4%	10%	-16%	-3%	-5%	4%	0%	-1	-1%	-1%
CC(C#N)(NC(=O)CN1CCN(S(=O)(=O)c2ccccc2C#N)CC1)C1CC1 (configuration not stated)	-2%	-0.7%	1%	20%	1%	0%	-3%	-1%	0	0%	4%
O=C(Nc1cccc(-c2nc3ncccc3o2)c1)c1sc2ccccc2c1Cl	-1%	-0.3%	15%	7%	-1%	-4%	-11%	1%	6	.	2%
CC1=C(c2ccc(C)cc2)[N+](=O)C(C)(C)N1[O-]	5%	0.2%	?	3%	2%	-1%	-5%	3%	-19	-9%	1%
COc1ccccc1NC(=O)C1CCCN(S(=O)(=O)c2ccc(-n3cnnn3)cc2)C1 (configuration not stated)	18%	0.1%	?	16%	-1%	0%	-6%	-5%	14	0%	0%
CCCNS(=O)(=O)/C=C/c1ccccc1	2%	0.2%	9%	7%	-1%	0%	0%	-1%	6	-5%	1%

Source: PubChem (National Center for Advancing Translational Sciences (NCATS))

This is a random part of the collection. Share with any hit: about 3%.
